PV pol inh: inhibitors of poliovirus RNA polymerase binding and polymerization | poliovirus polymerase elongation, fluorescence polarization; active compounds read low | % elongation, % (compound at 16.7 µg/mL) | hit rate 0.66% among 150,000 | AID 588519; in the data active means % elongation below about 90%; further: some results filed as inactive read as strong as hits
Target sequence (P03300 1749-2209 limits assumed): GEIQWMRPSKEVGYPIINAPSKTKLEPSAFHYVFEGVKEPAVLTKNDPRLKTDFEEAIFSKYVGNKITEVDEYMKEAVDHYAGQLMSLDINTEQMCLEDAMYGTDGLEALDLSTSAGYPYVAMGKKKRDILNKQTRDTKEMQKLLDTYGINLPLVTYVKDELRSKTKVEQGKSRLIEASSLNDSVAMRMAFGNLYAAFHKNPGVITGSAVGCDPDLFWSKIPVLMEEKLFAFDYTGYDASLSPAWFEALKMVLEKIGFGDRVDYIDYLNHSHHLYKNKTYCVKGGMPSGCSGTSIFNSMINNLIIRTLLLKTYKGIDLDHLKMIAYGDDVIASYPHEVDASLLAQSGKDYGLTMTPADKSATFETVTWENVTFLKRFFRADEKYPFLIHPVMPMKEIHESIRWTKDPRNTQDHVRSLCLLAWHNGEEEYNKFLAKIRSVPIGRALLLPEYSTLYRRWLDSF
PV pol inh FP z-score: further read-out of PV pol inh, marked with its call; z-score; measured here: FP z-score; hits read low
* = called active by the depositor; & = joins results of further samples. An excerpt; rates above refer to the full screens.

The line under a structure holds: PV pol inh	PV pol inh FP z-score
1. CSc1ccc(CCNC(=O)c2cnn(-c3ccccc3)c2-n2cccc2)cc1
  100	-0.9
2. O=C(CN1CCSc2ccccc21)Nc1ccc(N2CCOCC2)cc1
  107	0.3
3. FC(F)(F)c1ccc(-c2noc(C3CCCCC3)n2)cc1
  101	0.4
4. Nc1cc(=O)[nH]c(=O)n1C1CC1
  102	0.1
5. O=C(c1ccc(Br)cc1)N(Cc1ccco1)c1ccccn1
  106	0
6. c1nc(Oc2ccc(-c3nnco3)cc2)c2c3c(sc2n1)CCCC3
  104	0
7. CCc1ccc(O)c(C(=O)c2cnc3onc(C(C)C)c3c2)c1
  106	0.4
8. CCOC(=O)c1c(C)noc1CP(=O)(c1ccccc1)c1ccccc1
  100	-0.3
9. CC(C)NC(=O)N1CCn2cccc2C1C(C)C (configuration not stated)
  99	-0.5
10. Cc1ccc(CCNC(=O)c2ccc(CS(=O)(=O)c3ccc(Cl)cc3)o2)cc1
  108	0.4
11. Cc1ccc(-c2coc3cc4oc(=O)c5c(c4cc23)CCC5)cc1
  101	-0.3
12. COc1cc(OC)c(NC(=O)N2CCC(CN3CCc4ccccc4C3)CC2)cc1Cl
  100	-0.4
13. CCCN(CCC)C(=O)/C=C/c1ccc(OC)c(OC)c1
  103	0.6
14. COc1ccc(CCN(C)CCC(=O)Nc2c(C)cc(C)cc2C)cc1OC
  104	0.1
15. O=C1c2cccnc2C(=O)N1Cc1ccc(S(=O)(=O)Nc2ccc(F)cc2)s1
  100	0
16. Cc1cc(SCC(=O)NCc2ccc(Cl)cc2)nc(=O)[nH]1
  111	1.2
17. CCN(CC)c1nc(-c2ccccc2)c2cc(Cl)ccc2n1
  95	-0.7
18. COc1ccc(-c2n[nH]c(=S)[nH]c2=O)cc1
  94	-0.7
19. COC(=O)CSc1nnc(-c2ccc(NC(C)=O)cc2)o1
  105	1.1
20. COc1cc(OC)cc(-c2nnc(NC(=O)c3ccc(S(=O)(=O)N4COCC4(C)C)cc3)o2)c1
  100	-0.6

Entries listed so far containing an NH in an aromatic ring, in the order listed:
The line under a structure holds: PV pol inh	PV pol inh FP z-score
4. Nc1cc(=O)[nH]c(=O)n1C1CC1
  102	0.1
16. Cc1cc(SCC(=O)NCc2ccc(Cl)cc2)nc(=O)[nH]1
  111	1.2
18. COc1ccc(-c2n[nH]c(=S)[nH]c2=O)cc1
  94	-0.7

In the list so far, these have four or more nitrogen atoms:
The line under a structure holds: PV pol inh	PV pol inh FP z-score
1. CSc1ccc(CCNC(=O)c2cnn(-c3ccccc3)c2-n2cccc2)cc1
  100	-0.9
6. c1nc(Oc2ccc(-c3nnco3)cc2)c2c3c(sc2n1)CCCC3
  104	0
20. COc1cc(OC)cc(-c2nnc(NC(=O)c3ccc(S(=O)(=O)N4COCC4(C)C)cc3)o2)c1
  100	-0.6

Following part.
The line under a structure holds: PV pol inh	PV pol inh FP z-score
21. Cc1cc(C)c2oc(-c3cc(NC(=O)CC(C)C)ccc3Cl)nc2c1
  102	0.1
22. CCc1c(C)sc(NC(=O)/C=C/c2ccc(F)cc2)c1C(=O)OC
  99	-0.2
23. CC(=O)c1ccc(NC(=O)c2sc(-n3nc(C)c(Cc4ccc5c(c4)OCO5)c3C)nc2C)cc1
  104	0.1
24. O=c1[nH]c2ccccc2n2c(=S)[nH]nc12
  101	-0.3
25. O=C(Nc1ccc(C(=O)NCC2CCCO2)cc1)C1=CSCCO1 (configuration not stated)
  103	1.6
26. O=C1CN(C(=O)CSc2nc(-c3cccs3)cn2-c2ccccc2)c2ccccc2N1
  128	3.7
27. Cc1cc(C(F)(F)F)nn1CCCNC(=O)c1cccs1
  101	0.5
28. N#Cc1ccccc1OCC(=O)Oc1ccc2c(c1)OCO2
  92	-1.6
29. O=C(c1cccc(C(=O)N2CCN(c3ccccc3)CC2)c1)N1CCN(c2ccccc2)CC1
  98	-0.9
30. CN1C=C(C(F)(F)F)C=CC1=C(C#N)C#N
  105	0.5
31. Cc1ccc(-n2nc(C(=O)Nc3ccc(F)cc3F)c3c4ccccc4n(C)c3c2=O)cc1
  104	-0.9
32. NC(=O)CCN1CCOCC1
  103	0.4
33. O=C(O)c1ccc(NC(=O)c2cccc(Br)c2)cc1
  99	-0.3
34. CCN(CC)S(=O)(=O)c1ccc(NC(=O)c2nn(C)c3c2CSc2ccccc2-3)cc1
  111	0.2
35. O=C(NC1CCCC1)c1cc(-c2ccc(F)cc2)no1
  103	0.6
36. CN(Cc1ccccc1)Cc1nnc(-c2ccccc2)o1
  102	0.1
37. CCN(CC(O)COc1ccc(OCC(O)CN(CC)C2CCCCC2)cc1)C1CCCCC1 (configuration not stated)
  101	-0.1
38. O=S(=O)(Nc1cccc(-c2ccc(N3CCCC3)nn2)c1)c1ccc(F)cc1F
  102	-0.1
39. CCOC(=O)c1sc2nc(NC(=O)C(C)(C)C)sc2c1C
  98	-0.7
40. C=CCn1c2ccccc2c2nnc(SCCCC(=O)c3ccc(F)cc3)nc21
  102	-0.2

The line under a structure holds: PV pol inh	PV pol inh FP z-score
41. CCOc1ccc(Oc2nc(NCC(C)C)nc(OC)n2)nn1
  98	-0.9
42. Cc1ccc(C(=O)CC(C(=O)O)N2CCN(C)CC2)cc1 (configuration not stated)
  104	0.3
43. COc1cccc(CNc2ccc3c(c2)ncn3C(C)(C)C)c1OC
  102	0.2
44. CCOCCC(=O)Nc1ccc(Cl)cc1
  103	1.8
45. CSC(=S)N(C)c1nc2ccccc2s1
  103	0.4
46. CC(=O)Nc1c(C#N)c(C(C)(C)C)cn1C
  99	-0.2
47. CCCNC(=O)C1CCN(C(=O)N2CCOc3ccccc32)CC1
  100	-0.7
48. Cc1nn(-c2ccc(N3CCCC3)nn2)c(C)c1CCC(=O)NCc1ccc(OC(C)C)cc1
  105	-0.3
49. Cc1ccc(-c2nc3cc(Cl)ccc3o2)cc1NC(=O)c1ccco1
  103	0.9
50. O=C(OCC(=O)N1CCCCCC1)c1n[nH]c(=O)c2ccccc12
  104	0.2
51. N#CC1C(=O)NC(c2ccccc2)C=C1c1ccccc1 (configuration not stated)
  101	-0.6
52. O=C(O)C12CC3CC(C1)CC(c1ccccc1)(C3)C2
  102	0.2
53. O=C(Nc1ccccc1)Nc1ccccc1Br
  99	-0.1
54. CN1C(=O)/C(=C\C(=O)c2cccs2)c2ccccc21
  100	-0.1
55. FC(F)(F)c1ccc(NCc2ccc3c(c2)OCO3)nc1
  100	-0.5
56. CC(C)c1ccc(NS(=O)(=O)c2ccc3nc(-c4ccccc4)[nH]c3c2)cc1
  110	0.3
57. COc1ccccc1CNC(=O)C(=O)NCC(c1cccnc1)N1CCN(c2ccccc2)CC1 (configuration not stated)
  110	0.3
58. Cc1cccc(NC(=O)C(=O)NCC(c2cccnc2)N2CCN(Cc3ccccc3)CC2)c1 (configuration not stated)
  110	0.5
59. O=C(CN1C(=O)c2ccccc2C1=O)Oc1ccc2ccccc2c1
  104	0
60. CCc1ccc(C(O)(c2ccccc2)C(CN2CCOCC2)c2ccccc2)cc1 (configuration not stated)
  102	-0.3

One compound at a time (already shown). Screens in order: PV pol inh, PV pol inh FP z-score
`Cc1ccc(CCNC(=O)c2ccc(CS(=O)(=O)c3ccc(Cl)cc3)o2)cc1` in the list: 108, 0.4
`O=C(c1cccc(C(=O)N2CCN(c3ccccc3)CC2)c1)N1CCN(c2ccccc2)CC1` in the list: 98, -0.9
`O=C(Nc1ccccc1)Nc1ccccc1Br` in the list: 99, -0.1

(list continues)
The line under a structure holds: PV pol inh	PV pol inh FP z-score
61. Cc1ccc(C)c(-c2nc3ccc(N)cc3[nH]2)c1
  99	-0.2
62. O=C(Cc1cn2ccsc2n1)NN=C1c2ccccc2-c2ccccc21
  98	-0.4
63. CCOc1c(OC)cc(C#N)cc1C(=O)O
  102	-0.1
64. Cc1cc(C(=O)COC(=O)Cn2c(C(F)(F)F)nc3ccccc32)c(C)n1Cc1ccco1
  103	0.3
65. COc1ccc(Nc2nc3[nH]c(=O)cc(O)c3s2)cc1
  101	0.4
66. CC(C)CN(CC(C)C)S(=O)(=O)N1CCC(C(=O)N2CCc3ccccc3C2)CC1
  102	0.3
67. Cc1ccccc1OCc1nc(-c2ccc(NC(=O)c3ccc(Br)o3)cc2)no1
  99	-0.3
68. CCNC(=O)c1ccc(-n2nc(C(F)(F)F)c3c2CCCC3)cc1
  101	0.3
69. O=C(NCCC1=CCCCC1)c1ccc2c(c1)ncn2-c1cccc(Cl)c1
  107	-0.2
70. COc1ccc(S(=O)(=O)N(C)C2(C)CCS(=O)(=O)C2)cc1C (configuration not stated)
  103	0
71. CCc1ccc(NC(=O)CSc2nnc(CNC(=O)c3ccc4c(c3)OCO4)n2C)cc1
  99	-0.6
72. Oc1cc2c(cc1CN1CCc3ccccc3C1)CCC2
  105	0.2
73. Cc1nn(-c2ccccc2)c(C)c1CN(C)CC(=O)Nc1ccc(S(=O)(=O)N(C)C)cc1
  101	0.2
74. COc1ccc(NC(=O)CCc2nc3cccnc3n2-c2ccccc2)cc1Cl
  106	0.1
75. NC1=NC(=O)C(CC(=O)Nc2cccc(C(=O)NCCc3ccc(S(N)(=O)=O)cc3)c2)S1 (configuration not stated)
  92	-1.1
76. COC(=O)c1cc2sccc2n1CC(=O)Nc1cc(OC)cc(OC)c1
  104	0.8
77. CC1(c2ccccc2)CC(C)(C)N2C(=O)/C(=C3\SC(=O)NC3=O)c3cccc1c32 (configuration not stated)
  108	0.3
78. CN(C)c1ccc(/C=N/NC(=O)CN2CC(c3ccccc3)CC2=O)cc1 (configuration not stated)
  102	0.1
79. Cc1cc(C)nc(-n2nc(C)c3c2N(Cc2ccccc2C)C(=O)CC3c2ccc(Cl)cc2)n1 (configuration not stated)
  106	-0.2
80. NC(=S)N(c1ccccc1)c1ccccc1
  101	-0.1

The line under a structure holds: PV pol inh	PV pol inh FP z-score
81. O=C(CN1CCN(Cc2ccccc2Cl)C1=O)NCCc1ccc(Cl)cc1
  113	0.4
82. COCCCNC(=O)CCc1c(C)nc2nc(-c3cc(OC)cc(OC)c3)nn2c1C
  102	-1.3
83. CCC(Sc1ncnc2sc3c(c12)CCCC3)C(=O)OCC(C)C (configuration not stated)
  105	0.1
84. O=C1CNCCN1C1CCCCC1
  103	0.5
85. Cc1nc2c(-c3ccccc3)c(C)nn2c(C)c1CCC(=O)NCc1ccccc1Cl
  112	1.3
86. CC(=O)Nc1ccc(-n2c(CCC(=O)O)ccc2-c2ccc(Br)cc2)cc1
  102	-1
87. COc1ccc(Cn2ccc3nc(C)c(C(=O)NCc4cccc(OC)c4)cc3c2=O)cc1
  108	0.4
88. Cc1ccc(-c2ccc(OCc3c(C)noc3C)c(C)c2)cc1
  95	-0.7
89. Cc1ccc(-n2nc(C(=O)N3CCN(c4cccc(C(F)(F)F)c4)CC3)c3c4ccccc4n(C)c3c2=O)cc1
  106	-0.5
90. C=CCn1c(SC)nc2c(c1=O)C1(CCCCC1)Cc1ccccc1-2
  102	0.1
91. CC(=O)N1CCC(N(C(=O)NC2CCCC2)C(C)C)CC1
  101	-0.1
92. Cc1cc2n(n1)CCCN2CC(=O)Nc1cccc(Cl)c1C
  100	-1
93. O=C(Nc1cc(F)ccc1F)c1cc2nc(-c3ccco3)cc(C(F)(F)Cl)n2n1
  107	0.8
94. CC(Cc1ccco1)NC(=O)Cn1c(=O)oc2ccccc21 (configuration not stated)
  101	0.1
95. O=C1CCCc2cc(S(=O)(=O)N3CCCC(C(=O)NCc4ccc(Cl)cc4)C3)ccc2N1 (configuration not stated)
  104	-0.8
96. COc1cc2nc(NCCc3ccc(Cl)cc3)n3nc(-c4ccccc4)nc3c2cc1OC
  102	-0.8
97. COc1ccc(CCNc2nnc(Cc3ccc(Cl)cc3)c(=O)[nH]2)cc1OC
  103	0.1
98. CCOC(=O)N1CCN(C(=O)c2ccc3c(c2)N(Cc2ccccc2)C(=O)c2ccccc2S3=O)CC1 (configuration not stated)
  101	0
99. CCn1c(O)c(/C=c2/c(C)c(C#N)c3nc4ccccc4n3c2=O)n(CC)c1=S
  69	-10
100. c1ccc(C2C3=C(CCCC3)Nc3ncnn32)cc1 (configuration not stated)
  101	-0.3

The line under a structure holds: PV pol inh	PV pol inh FP z-score
101. CC1CCCC(C)N1CC#CCO (configuration not stated)
  103	0.9
102. c1ccc(-c2noc(CN3CCCC3c3cccs3)n2)cc1 (configuration not stated)
  108	0.6
103. COc1ccc(Nc2nc(C)nc(N)c2S(=O)(=O)c2ccccc2)cc1
  107	0.7
104. O=C(c1ccc(NS(=O)C23CC4CC(CC(C4)C2)C3)cc1)N1CCCC1 (configuration not stated)
  98	-1.6
105. COc1ccc(-n2nc3c(c2NC(=O)/C=C\c2ccc4c(c2)OCO4)CS(=O)(=O)C3)cc1
  102	0.2
106. CCOC(=O)N[C@H](Cc1c[nH]c2ccccc12)C(=O)Nc1cccc(Cl)c1
  115	0.6
107. CCCCn1c(-c2ccccc2)nn(S(=O)(=O)c2ccc(Br)cc2)c1=O
  108	0.3
108. CCOC(=O)n1ccn(C)c1=S
  101&99	0.2&0
109. CCC(CO)NCC(=O)Nc1ccc(C)cc1F (configuration not stated)
  106	0.6
110. CNC(=O)c1ccc2c(c1)OCCO2
  104	0.3
111. CC(C)CC(C(=O)O)n1c(O)c(C2=c3ccccc3=NC2=O)sc1=S (configuration not stated)
  103	0.2
112. Cn1cccc1C(C(=O)NC1CCCCC1)N(C(=O)Cn1nnc2ccccc21)c1cnc2ccccc2c1 (configuration not stated)
  100	-0.2
113. CSc1ccc(C2NC(=O)c3ccccc3N2)cc1 (configuration not stated)
  101	-0.1
114. Cc1csc(N(C(=O)Cc2csc(-c3ccccc3)n2)c2ccccc2)n1
  110	1
115. COc1cc2ncc3c(-c4ccc(C)cc4)nn(-c4ccc(F)cc4F)c3c2cc1OC
  108	0.5
116. C/C(=N\N=C(N)N)c1ccccc1
  100	-0.2
